A-T KAP1 phos: qHTS Assay for Identifying a Potential Treatment of Ataxia-Telangiectasia; […] A-T fibroblasts, KAP-1 phosphorylation AlphaLISA; neocarzinostatin DNA damage 30 min before lysis; Potency, µM (series often up to 57.5 µM), for the others: at the top dose activation, actives largely listed as activators; 320,000 compounds, 0.19% hits; AID 485349, 2010; further: potency means the concentration at half of the fitted maximal effect; % of control where 0% means no effect; nearly all actives have a fitted effect of over 45% in size
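ATM-like activity read as KAP-1 phosphorylation via AlphaLISA donor/acceptor antibody pairs after lysis and 6 hr at 25C. Cells were ATM-null patient fibroblasts ([…], hTERT), dosed 60 min, then exposed to the DSB inducer NCS for 30 min.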
GALK inhibitor: qHTS Assay for Inhibitors of Human Galactokinase (GALK). P51570. Purified GALK, Kinase-Glo residual ATP luminescence. Potency, µM (highest dose often 57.5 µM), inactives show top-dose activity change, negative = inhibition, hits mostly inhibitors. 270,000 compounds, 0.007% hits; further: potency means the concentration at half of the fitted maximal effect; on the % scale 0 is the no-effect control and ±100 the full control effect
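Kinase-Glo Plus luminescence measured ATP left after a 1 h room-temperature reaction. The reaction used 5 nM GALK, 100 uM galactose and 35 uM ATP at pH 8.0 (20 mM HEPES, 5 mM MgCl2, 60 mM NaCl, 1 mM DTT, 0.01% BSA).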
Tb PFK block: qHTS Assay to Find Inhibitors of T. brucei phosphofructokinase; 330,000 compounds, 0.17% hits; ATP-dependent 6-phosphofructokinase (Trypanosoma brucei brucei), O15648; AID 485367, 2010; T. brucei PFK, ADP-Glo luminescence; Potency, µM (highest dose often 57.5 µM), inactives show at the top dose activity, negative = inhibition, hits mostly inhibitors;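 further: potency means the concentration at half of the fitted maximal effect; 0% = uninhibited 1x PFK enzyme wells and -100% = no-enzyme wells; nearly all actives have a fitted effect of over 60% in size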
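Luminescent ADP detection (ADP-Glo, two-step: ATP depletion then ADP-to-ATP conversion for luciferase) reported PFK activity after 45 min room-temperature reaction of 1.25 nM enzyme with 0.5 mM F6P and 0.1 mM ATP at pH 8.0.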
TCR activator: Activators of T cell receptors: qHTS campaign. AID 504894, 2011. primary human leukocytes, anti-CD3, IL-2 HTRF, 48 h. Potency, µM (doses to about 9.22 µM), for the others: at the highest dose activation of IL-2 secretion, hits mostly activators. 330,000 tested, under 10 active; further: % of control where 0% means no effect
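IL-2 produced over 48 hr by a-CD3 bead-stimulated primary human leukocytes exposed to compounds was detected with a homogeneous time-resolved FRET immunoassay, 665nm acceptor signal after 320nm excitation.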
MLL CXXC-DNA inh: qHTS Fluorescence Polarization Assay for Inhibitors of MLL CXXC domain - DNA interaction | Histone-lysine N-methyltransferase 2A (Homo sapiens), Q03164 | MLL-CXXC / FITC-HOXA9 DNA fluorescence polarization | Potency, µM (doses to about 115 µM), for the others: at the highest dose activity change, negative = inhibition, hits mostly inhibitors | 290,000 compounds, 0.037% hits | AID 2662, 2010; active means well fitted inhibition curve with a large enough effect in the polarisation, with a control signal flat, not every such curve was filed as active; inconclusive means small, poorly fitted or top-dose-only effect, or effect the other way, or a change in a side signal; inactive means no such curve, though single readings can be large or run the other way; the % refers to the polarisation; further: potency means the concentration at half of the fitted maximal effect
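Fluorescence polarization: 7 uM MLL-CXXC (stock) preincubated 5 min with compounds, then 50 nM fluorescein-HOX-A9 DNA (stock) added; 30 min ambient. Buffer 50 mM Tris-HCl pH 7.5, 50 mM NaCl, 1 mM DTT, 0.05% BSA.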
TSHR antag: Antagonists of the Thyroid Stimulating Hormone Receptor: HTS campaign; TSHR-expressing cells, TSH-stimulated cAMP HTRF, 2 h; active compounds read low; Thyrotropin receptor (Homo sapiens), P16473; 330,000 compounds, 0.2% hits; activity change, negative = inhibition, % at 11.5 µM;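 active means activity change below a set negative limit, meaning inhibition stronger than a set level, cut at about -70% in these data; inconclusive means activity change between two set negative limits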; further: on the % scale 0 is the no-effect control and ±100 the full control effect
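TSHR-expressing cells were treated with compounds, then stimulated with TSH at EC80 (4nM final) for 2 hours at 37 deg C. Cellular cAMP was measured by HTRF competition between lysate cAMP and cAMP-d2 for a cryptate-labelled anti-cAMP antibody.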
Giardia killer: Small Molecules that selectively kill Giardia lamblia: qHTS; Giardia lamblia trophozoite viability; 340,000 compounds, 0.15% hits; activity change, % at 7.66 µM, hits read low; AID 540267, 2011; in the data active means activity change below about -80%; inconclusive means between about -30% and that limit;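 further: parasites exposed to compound for two days anaerobically before the ATP read; on the % scale 0 is the no-effect control and ±100 the full control effect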
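Anaerobic 48 hrs incubation at 37 deg C of 100 trophozoites/well with test compounds; ATPLite 1-Step luminescence, 15-30 min RT, reports cellular ATP as viability.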
FBPA coupling cs: qHTS Assay for Inhibitors of Fructose-1,6-bisphosphate Aldolase from Giardia Lamblia: Coupling assay counterscreen; coupling enzyme system counterscreen, AmpLite Red fluorescence; activity change, negative = inhibition, % at 58.2 µM, hits read low; 290,000 compounds, 0.67% hits; in the data active means activity change below about -30%; further: on the % scale 0 is the no-effect control and ±100 the full control effect
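Coupling enzymes only (glyceraldehyde-3-phosphate) + compound, at 57.5 uM final, 10 min RT; add substrate/coupling/AmpLite Red mix, 20 min RT; fluorescence ex 525/em 598 nm. Actives flag coupling-system interference.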
BCR signal inh: qHTS Assay to Find Inhibitors of Chronic Active B-Cell Receptor Signaling; ABC-DLBCL IkBa-CBG/CBR reporter, luminescence ratio, 4 h; Potency, µM (doses to about 46.1 µM), without a hit: top-dose ratio change, negative = lower green/red ratio, most hits filed as inhibitors; 340,000 compounds, 0.05% hits; AID 493014, 2011; active means well fitted inhibition curve with a large enough effect in the signal ratio, with a control signal flat, not every such curve was filed as active; inconclusive means small, poorly fitted or top-dose-only effect, or effect the other way, or a change in a side signal; the % refers to the signal ratio;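 further: potency means the concentration at half of the fitted maximal effect; plate controls were basal doxycycline-induced cells for no effect and cells given 10 µM MG132 for full effect; MG132 reads +100%, hits lower the ratio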
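Cell line TMD8 (human ABC DLBCL), stably expressing tet-inducible CBG68-IkBa fusion and CBR; IMDM/0.5% FBS; cpd up to 46 uM; dox induction, 4 h, 37C/5% CO2; dual luminescence; green/red ratio; MG132 control.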
hERG WT inh: qHTS for Inhibitors of KCHN2 3.1: Wildtype qHTS; Voltage-gated inwardly rectifying potassium channel KCNH2 (Homo sapiens), Q12809; U2OS, BacMam KCNH2, thallium flux FluxOr; active compounds read low; activity change, % at 1.84 µM; 340,000 compounds, 0.37% hits; AID 720551, 2013;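 active means maximum activity change below -70%; inconclusive means maximum activity change between -70% and -50%; inactive means maximum activity change above -50%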; further: on the % scale 0 is the no-effect control and ±100 the full control effect
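U2OS cells were transduced with wild-type KCNH2 virus (2.03 x 10^8 / mL) for 4 h at room temperature, then cultured overnight at 37 C. Thallium flux was read with FluxOr dye. Rate constants were normalized to DMSO controls.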
Active calls of the source: *; ? = inconclusive; / = no result given; [ ] = another dose, or the depositor's remark. Unless noted, the call rests on the fitted dose curve; in most records, active means well fitted curve in the direction sought with a large enough effect; inconclusive means small, poorly fitted or top-dose-only effect, or another doubt; inactive means no such curve, though single readings can be large; an effect the other way counts as inactive or inconclusive.

SMILES	A-T KAP1 phos	GALK inhibitor	Tb PFK block	TCR activator	MLL CXXC-DNA inh	TSHR antag	Giardia killer	FBPA coupling cs	BCR signal inh	hERG WT inh
CC1CC1C(=O)N(C)CC(=O)Nc1ccccc1Br (stereo not given)	-2.5%	/	3.6%	5.7%	/	-5.1	-6.7	/	-1.1%	-3.5
O=C(OCC#CCSc1nc2ccccc2o1)c1ccco1	14.3%	0.4%	-8.6%	/	4.6%	-2.7	-5.8	0.9	2.4%	13.0
Cc1ccc(CCNC(=O)C2CCN(S(=O)(=O)c3ccc4c(c3)oc(=O)n4C)CC2)cc1	3.4%	7.1%	-3.6%	3.3%	3.2%	-5.5	-6.1	0.6	?	1.7
Cc1cc(N2CCN(C)CC2)nc2ccc(NC(=S)N3CCC4(CC3)OCCO4)cc12	-0.2%	-1.4%	-1.3%	-3.8%	-5.5%	1.7	-15.8	-0.1	?	0.4
CCCN(CCC)C(=O)Nc1cc(Cl)ccc1OC	-6.3%	3.8%	0.0%	1.9%	-3.1%	4.8	6.5	0.4	1.8%	1.9
COc1ccc(N(C)S(=O)(=O)c2cccc(C(=O)Nc3ccc4c(c3)OCCO4)c2)cc1	0.0%	2.7%	7.8%	2.3%	-10.7%	1.8	-1.7	-0.3	?	0.3
Cc1cccc(OCCOC(=O)Nc2ccccc2)c1	-2.4%	2.0%	0.7%	2.1%[46.1 µM]	4.1%	-1.6	-8.0	1.2	?	0.9
Cc1ccc(C2CC(C(F)F)n3ncc(C(=O)Nc4c(C)nn(Cc5c(F)cccc5Cl)c4C)c3N2)cc1 (stereo not given)	-4.5%	-2.0%	-0.1%	-1.5%[46.1 µM]	0.2%	-13.6	-11.3	-3.9	25.3%	-9.3
CCSc1sccc1C1C(C#N)=C(N)N(c2cccnc2)C2=C1C(=O)CC(C)(C)C2 (stereo not given)	1.5%	-1.3%	1.3%	4.9%	1.9%	57.6	4.2	-3.3	0.1%	2.5
O=C(/C=C/c1ccc([N+](=O)[O-])cc1)NCCOc1ccc(F)cc1	-4.9%	0.1%	-15.5%	-5.7%	1.3%	-18.8	-27.0	-4.6	5.1%	9.0
CCOc1ccc(N(CC(=O)O)S(=O)(=O)c2ccc(F)cc2)cc1	8.5%	0.5%	2.2%	-1.6%	2.6%	13.0	33.5[activator]	22.0	-0.6%	-14.4
CCOc1ccc2[nH]c(O)c(NC(C)=O)c2c1	-1.9%	-0.3%	-5.9%	/	-5.5%	10.4	0.7	-1.5	12.6%	-17.6
CN(c1ccccc1)S(=O)(=O)c1cccc(NC(=O)CCNC(=O)c2ccccc2)c1	-1.2%	/	2.9%	11.7%	/	-11.8	-17.1	/	1.1%	-7.5
O=C(NCCN1CCOCC1)c1cn(CCc2ccccc2)nn1	0.8%	3.7%	-0.9%	-3.0%	-5.3%	-2.6	3.5	1.3	5.0%	-0.4
COc1ccc(CC(=O)NNC(=O)c2ccco2)cc1OC	-3.5%	0.1%	1.4%	-2.5%	4.8%	-1.6	-5.9	2.6	0.0%	3.0
Cn1cc(Cl)c(C(=O)Nc2cnn(Cc3ccc(F)cc3)c2)n1	1.3%	1.5%	-10.8%	1.6%[46.1 µM]	3.3%	1.8	-5.5	-0.9	-11.0%	16.9
CCOc1c(Cl)cc(C(=O)Nc2ccccc2C(=O)O)cc1Cl	4.2%	-0.8%	0.6%	-1.3%	-17.9%	-16.5	4.4	-0.9	?	1.1
CCN(CC(=O)Nc1ccc(NC(C)=O)cc1)C(=O)CCCSc1nc2ccccc2[nH]1	-5.3%	/	-12.3%	0.0%	/	13.0	-12.3	/	2.9%	-8.9
COCCN(C(=O)Cc1cccs1)C(C(=O)NCc1ccc(OC)cc1)c1ccccc1 (stereo not given)	-4.6%	-2.8%	-7.4%	/	7.1%	12.9	1.5	3.1	1.0%	4.0
O=C(NC1CC1)C1CCN(C2CCN(C(=O)/C=C/c3cccc(F)c3F)CC2)CC1	5.1%	8.8%	6.3%	3.2%	-0.4%	3.4	16.3	3.4	-0.3%	7.6
CCOc1cc(-c2cc(-c3ccccc3)nc(N)c2C#N)ccc1O	/	-0.3%	4.5%	0.4%	-10.4%	-4.6	6.2	-1.4	-21.6%	1.3
COc1ccc(Cl)cc1NS(=O)(=O)c1cccc(C(=O)NCC2CCCO2)c1 (stereo not given)	1.0%	-3.2%	0.6%	-1.4%	-2.5%	4.3	-8.8	/	2.9%	9.6
CN(CC(=O)Nc1ccc2c(c1)OCCO2)CC(=O)Nc1ccc(F)c(F)c1F	7.6%	/	-9.2%	-3.5%	/	10.1	-13.1	/	-5.3%	-7.4
CC(=O)N1CC(C)Sc2ccc(S(=O)(=O)NCCc3ccc(C)cc3)cc21 (stereo not given)	9.7%	-2.4%	0.7%	-3.8%	3.9%	-39.4	-6.0	/	-7.5%	-17.4
COc1cccc2c3c(c(C)nc12)CC(C)O3 (stereo not given)	13.3%	1.8%	-0.5%	3.3%	-14.2%	0.1	-23.7	2.5	-2.6%	9.2
SMILES	A-T KAP1 phos	GALK inhibitor	Tb PFK block	TCR activator	MLL CXXC-DNA inh	TSHR antag	Giardia killer	FBPA coupling cs	BCR signal inh	hERG WT inh
COCCC(=O)N1CCC(Oc2ccc(C(=O)NCCc3cn[nH]c3)cc2)CC1	3.6%	5.4%	3.2%	-6.0%	18.7%	15.7	-12.1	/	?	1.9
N#Cc1ccsc1NC(=O)CN1CCOCC1	2.7%	2.2%	-14.7%	2.1%	-5.8%	0.7	4.1	1.6	2.7%	-2.2
Cc1c(NC(=O)Nc2ccc(Cl)cc2Cl)c(=O)n(-c2ccccc2)n1C	-1.7%	0.1%	5.6%	-2.7%	-11.1%	1.2	13.5	-4.8	-4.5%	2.9
CCOC(=O)c1ccc(NC(=O)Cn2nnc(-c3ccccc3C)n2)cc1	0.4%	-1.9%	6.8%	4.2%	6.9%	-5.2	-8.0	-9.3	1.8%	-11.2
Cc1cc(S(=O)(=O)N2CCOCC2)ccc1OCC(=O)N1CCCC1	-1.4%	-1.2%	-5.8%	-4.9%	-2.7%	17.5	13.8	0.2	3.5%	4.5
COc1ccc(-n2c(COc3ccc(C)cc3)n[nH]c2=S)cc1	-13.9%	5.4%	-1.2%	2.3%	-8.5%	22.9	-19.4	1.8	-3.1%	-6.0
Cc1ccc(SCCC(=O)N/N=C/c2ccccc2O)cc1	0.6%	-0.2%	-0.2%	1.4%[46.1 µM]	15.3%	19.9	-6.0	-29.1	-22.3%	-11.6
CN(CC(=O)Nc1ccc(Cl)c(C(F)(F)F)c1)C(=O)c1cnccn1	-1.5%	/	4.6%	-0.2%	/	-10.7	17.5	/	0.0%	12.2
COc1ccc(CCNC(=O)CC2Nc3ccccc3NC2=O)cc1OC (stereo not given)	6.3%	-0.1%	0.7%	5.6%	?	-13.2	-10.2	-17.7	2.2%	-6.9
O=S(=O)(c1ccc(NC(=S)NCCc2ccccc2)cc1)N1CCOCC1	0.0%	4.3%	-3.6%	4.2%[46.1 µM]	2.3%	-4.5	-13.2	-1.3	-1.7%	20.6
COc1ccc(OC)c(NC(=O)COC(=O)[C@H](Cc2ccccc2)NC(=O)c2ccco2)c1	6.8%	/	0.0%	2.3%	/	-8.6	-25.1	/	0.2%	3.3
COCCn1c(SCC(=O)NN2C(=O)NC(C)(c3ccccc3)C2=O)nnc1-c1ccncc1 (stereo not given)	0.5%	/	-2.2%	-3.9%	/	-0.3	-8.2	/	1.7%	1.6
O=C(Nc1ccc(Oc2ncnc3cc(Cl)ccc23)nc1)c1ccc(F)cc1	-3.6%	5.0%	1.0%	4.0%	8.0%	-0.8	1.4	1.0	-9.2%	3.6
CN(CCOCCOc1ccc(Cl)cc1Br)Cc1ccccc1	-3.1%	-2.2%	2.0%	1.5%	3.9%	12.4	15.2	2.2	0.6%	9.2
CSc1ccc(CCNC(=O)CCc2nnc3ccc(N4CCOCC4)nn23)cc1	4.7%	/	-3.1%	2.3%	0.8%	1.7	15.3	0.9	-17.4%	14.3
COc1ccc(-c2n[nH]c(C)c2-c2ccccc2OC)c(O)c1	3.0%	-1.6%	-6.6%	-4.5%	-7.1%	-3.0	-5.7	-7.2	-0.7%	2.6

Compound activity as filed in PubChem.
